Source: PubChem (SRMLSC)
MRP resist rev – reverses drug resistance mediated by MRP. H69AR cells + 2 uM doxorubicin, CellTiter-Glo, 72 h. differential viability (reversal), % at 10 µM. actives 0.04% (n = 85,000);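 active = viability drop by adding the cancer drug above about 55%, with treated viability meeting a 40% cutoff, limit read from the data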;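 also: viability without doxorubicin minus viability with 2 µM doxorubicin for each compound; larger differential means the compound sensitizes cells more to doxorubicin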
MRP resist rev cytotoxicity – recorded beside MRP resist rev, whose call it bears; viability, %; H69AR cells, CellTiter-Glo, 72 h; measured here: cytotoxicity without doxorubicin
MRP resist rev with doxorubicin – also measured in MRP resist rev; calls as there; viability, %; measured here: viability with 2 uM doxorubicin; active compounds read low
Active calls of the source: *.

SMILES | MRP resist rev | MRP resist rev cytotoxicity | MRP resist rev with doxorubicin
OCCOCCN1CCN(C(c2ccccc2)c2ccc(Cl)cc2)CC1 (centres undefined) | 5 | 82 | 78
CCCN(CCC)C(=O)C(CCC(=O)O)NC(=O)c1ccccc1 (centres undefined) | 4 | 92 | 88
OCC(O)CN1CCN(c2ccccc2)CC1 (centres undefined) | 11 | 86 | 75
Cc1oncc1C(=O)Nc1ccc(C(F)(F)F)cc1 | 8 | 89 | 82

Full records, quoted from the list. Order of screens: MRP resist rev	MRP resist rev cytotoxicity	MRP resist rev with doxorubicin
Profile of OCC(O)CN1CCN(c2ccccc2)CC1 (centres undefined) : 11	86	75
Profile of OCCOCCN1CCN(C(c2ccccc2)c2ccc(Cl)cc2)CC1 (centres undefined) : 5	82	78

Only part of the results is shown (hit frequency here may not be typical).
